Source: PubChem
HEK293 tox: Cytotoxic Profiling in HEK 293 Cell Line of Diverse Libraries Using Quantitative High-Throughput Screening | 94,000 tested, 6.6% active | AID 1345083, 2018 | HEK 293 viability, ATP luminescence (CellTiter-Glo), 48-72 h | Potency, µM (titrated, usually from 115 µM), for inactives: top-dose activity change, negative = cytotoxicity, most hits filed as inhibitors; note: potency is the fitted concentration of half-maximal effect; nearly all actives have a fitted effect of over 60% in size
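Luminescence from cellular ATP, measured with CellTiter-Glo, indicates HEK 293 viability. Cells plated at 250 cells/well are treated with compound for 48 or 72 hr at 37 degree Celsius before reagent addition.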
Luciferase inh: Firefly luciferase inhibition profiling of diverse chemical library using quantitative high-throughput screening | 76,000 tested, 2.5% active | purified P. pyralis luciferase, luminescence, biochemical | AID 1347043, 2019 | Potency, µM (highest dose often 115 µM), for the others: at the highest dose activity change, negative = inhibition, most hits filed as inhibitors | Luciferin 4-monooxygenase (Photinus pyralis), P08659; note: potency is the fitted concentration of half-maximal effect; nearly all actives have a fitted effect of over 65% in size
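Purified 10nM P. pyralis luciferase with 10uM D-luciferin and 10uM ATP in 50mM Tris acetate pH 7.5, 10mM Mg acetate, 0.01% Tween-20, 0.05% BSA. qHTS titration; luminescence read by CCD imager.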
SNCA expr inh: Primary qHTS assay for inhibitors of alpha-synuclein gene (SNCA) expression | HEK-293 SNCA-luciferase knock-in, luminescence, 24 h | Potency, µM (series often up to 57.2 µM), without a hit: at the highest dose activity change, negative = inhibition, actives largely listed as inhibitors | 140,000 tested, 0.17% active;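 note: potency is the fitted concentration of half-maximal effect; plate controls were DMSO cells for no effect and cell-free wells for full effect; nearly all actives have a fitted effect of over 45% in size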
SNCA viab count: GF-AFC viability counterscreen for inhibitors of alpha-synuclein gene (SNCA) expression. Potency, µM (doses to about 57.1 µM), for the others: at the highest dose activity change, negative = cytotoxicity, hits mostly cytotoxic. HEK-293-SNCA-luc viability, GF-AFC fluorescence, 24 h. AID 1671193, 2021. 150,000 tested, 0.12% active;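 note: potency is the fitted concentration of half-maximal effect; 0% = DMSO-treated cells and -100% = medium-only wells without cells; nearly all actives have a fitted effect of over 30% in size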
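HEK-293-SNCA-luc cells (1500/well) plated 24 h, then exposed 24 h to a dilution series; GF-AFC added 30 min at 37C, fluorescence 405/540 nm; normalised to medium-only and DMSO wells, Hill fit.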
GPT2 inhibitor: Primary qHTS assay for inhibitors of Glutamate pyruvate transaminase 2 (GPT2); Recombinant GPT2, coupled pyruvate oxidase/HRP Amplex Red fluorescence; Potency, µM (series often up to 57.7 µM), for inactives: at the highest dose activity change, negative = inhibition, hits mostly inhibitors; 100,000 tested, 0.25% active; AID 1671188, 2021; note: potency is the fitted concentration of half-maximal effect; nearly all actives have a fitted effect of over 60% in size; many of its hits are not listed in these tables
Target sequence (Q8TD30 whole entry, looked up): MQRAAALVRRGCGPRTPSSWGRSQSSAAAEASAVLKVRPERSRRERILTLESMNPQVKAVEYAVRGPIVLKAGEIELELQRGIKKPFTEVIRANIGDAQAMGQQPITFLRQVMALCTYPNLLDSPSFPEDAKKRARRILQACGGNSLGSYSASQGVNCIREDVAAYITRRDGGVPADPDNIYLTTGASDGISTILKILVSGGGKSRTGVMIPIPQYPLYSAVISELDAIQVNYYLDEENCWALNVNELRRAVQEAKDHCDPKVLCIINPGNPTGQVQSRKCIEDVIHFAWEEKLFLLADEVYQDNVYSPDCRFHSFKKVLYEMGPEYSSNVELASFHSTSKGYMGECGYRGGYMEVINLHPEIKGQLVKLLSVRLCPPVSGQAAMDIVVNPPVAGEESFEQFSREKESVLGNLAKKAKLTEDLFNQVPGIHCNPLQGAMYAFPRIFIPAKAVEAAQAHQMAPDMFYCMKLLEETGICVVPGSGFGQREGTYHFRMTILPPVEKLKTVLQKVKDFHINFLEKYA
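Fluorescence read-out: pyruvate from GPT2 turnover coupled to pyruvate oxidase, HRP and Amplex Red (0.2mM ThPP, 0.2U/mL PO and HRP, 50uM Amplex final). Substrates 250uM a-KG, 2mM L-alanine; enzyme 10ng/uL; 30 min RT.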
3T3 cytotox: Cytotoxic Profiling in NIH 3T3 Cell Line of Diverse Libraries Using Quantitative High-Throughput Screening; Potency, µM (titrated, usually from 96.7 µM), for the others: top-dose activity change, negative = cytotoxicity, hits mostly inhibitors; AID 1345082, 2018; NIH 3T3 viability, CellTiter-Glo ATP luminescence, 48-72 h; 94,000 tested, 4.3% active; note: potency is the fitted concentration of half-maximal effect; nearly all actives have a fitted effect of over 55% in size
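First NIH 3T3 cells are plated at 400 cells/well; next compound is pinned in; then plates incubate 48 or 72 hr at 37 °C; finally CellTiter-Glo is added and luminescence read after 10 min.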
IP6K1 inh: Primary qHTS assay for small molecule inhibitors of Inositol hexaphosphate kinase 1 (IP6K1) | IP6K1 kinase, ADP-Glo luminescence, 2 h; hits give low values | activity change, % (series mostly up to about 58 µM) | 140,000 tested, 0.81% active | AID 1645851, 2021; in the data active = activity change below about -25%
Target sequence (Q92551 whole entry, looked up): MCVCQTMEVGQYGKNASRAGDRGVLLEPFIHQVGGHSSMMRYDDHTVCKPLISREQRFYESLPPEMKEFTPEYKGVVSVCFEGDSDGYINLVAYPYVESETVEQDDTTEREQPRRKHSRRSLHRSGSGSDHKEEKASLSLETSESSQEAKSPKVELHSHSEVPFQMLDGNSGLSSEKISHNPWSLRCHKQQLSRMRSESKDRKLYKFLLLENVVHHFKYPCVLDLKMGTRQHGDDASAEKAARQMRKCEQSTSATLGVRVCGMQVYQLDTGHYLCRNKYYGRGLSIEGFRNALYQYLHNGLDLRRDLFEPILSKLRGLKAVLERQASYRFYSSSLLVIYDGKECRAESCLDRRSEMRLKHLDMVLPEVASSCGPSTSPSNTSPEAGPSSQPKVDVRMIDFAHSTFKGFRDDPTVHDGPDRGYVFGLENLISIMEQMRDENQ
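ADP-Glo luminescence measures ADP made by human IP6K1 during a 2 h RT reaction with ATP/IP6 (mix at 1.3 mM/130 uM); top library doses 57.5 and 19.1 uM final.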
* marks the source's active call; other numbers are inactive results; i = inactive; ? = inconclusive; · = not tested or not shown; [ ] = remark or other dose. Unless noted, calls come from the whole dose curve; as a rule, active = well fitted curve in the direction sought with a large enough effect; inconclusive = small, poorly fitted or top-dose-only effect, or another doubt; inactive = no such curve, though single readings can be large; an effect the other way counts as inactive or inconclusive. Unless noted, % is set by controls: 0 for no effect and ±100 for the full control effect. An excerpt (hit frequency here may not be typical).

item	Compound	HEK293 tox	Luciferase inh	SNCA expr inh	SNCA viab count
1	COc1ccc(-c2nc(C3CC3)nc3c2CCN(CC2CCCCC2)CC3)cc1	?	-10%	-5%	1%
2	COc1ccccc1OC1(C(=O)O)CCN(C(=O)c2ccoc2C)CC1	-1%	-10%	-8%	1%
3	OC[C@H]1CN(Cc2ccc(-n3ccnc3)cc2)C[C@H]1CN1CCCCC1	?	3%	9%	-4%
4	O=C(COCc1cc(-c2ccc3c(c2)OCO3)on1)Nc1cccc(O)c1	·	·	-22%	-26%
5	COc1ccc(C(=O)Nc2ccc3c(c2)CN(Cc2cc(F)cc(F)c2)C(=O)C(C)O3)cc1 (stereo unspecified)	?	-17%	-27%	-11%
6	Cc1ccc(CNC(=O)C2CCN(Cc3nc(-c4ccccc4C)oc3C)CC2)cc1	·	·	4%	4%
7	CCCCN(CCCC)CCNC(=O)Cn1nc(C)n2c(cc3sccc32)c1=O	·	·	-9%	3%
8	Cc1cc(N2CCC(c3nccn3Cc3ccccn3)CC2)nc2ccccc12	?	-5%	-11%	-1%
9	CCOc1ccc(CCNC(=O)Cn2nc(CC)n3c(cc4sccc43)c2=O)cc1	·	·	4%	19%
10	CN1c2cc(C(=O)Nc3ccccc3)ccc2C(=O)N2CCCCC21 (stereo unspecified)	?	7.1µM*	65%[activator]	9%[12.5 µM]
11	COc1ccccc1CNC(=O)c1oc2ccc3c(c2c1C)C(=O)CC(C)(C)O3	·	·	130%[activator]	-13%
12	CCC(C)NC(=O)Cn1ncc2c(C)n(Cc3ccc(F)cc3)c(C)c2c1=O (stereo unspecified)	·	·	29%	0%
13	COc1cccc(CNC(=O)Cn2c(C)c3cnn(-c4ccccc4)c(=O)c3c2C)c1	·	·	49%[activator]	10%
14	COc1cc(=O)n2c(c1C(=O)NC1CCCCCCC1)CCCC2	3%	5%	-10%	-8%
15	CN(C)c1cc(=O)c2ccnc(-c3ccccc3Oc3ccccc3)c2o1	?	-1%[172 µM]	111%[activator][87.6 µM]	7%[87.6 µM]

item	GPT2 inhibitor	3T3 cytotox	IP6K1 inh
1	i	-26%	-4
2	-5%	i	10
3	-27%	?	43
4	·	·	9
5	i	?	26
6	·	·	-10
7	·	·	-7
8	4%[11.5 µM]	-19%	-9
9	·	·	-17
10	i	-19%	-11
11	·	·	-6
12	·	·	20
13	·	·	12
14	4%	-2%	-16
15	-8%[88.5 µM]	?	-11

(listing goes on)
item	Compound	HEK293 tox	Luciferase inh	SNCA expr inh	SNCA viab count
16	O=c1n(-c2ccc(F)cc2F)nc2n1CCN(Cc1cccc3ccccc13)C2	?	-6%	37%	-22%
17	O=C1NC(=NC2CCCC2)C2(CCN([S+](=O)([O-])c3cccc(C(F)(F)F)c3)CC2)N1c1cc(F)cc(F)c1	-29%	2%	-16%	2%
18	CCOC(=O)c1c(C)[nH]c(C)c1S(=O)(=O)N1CCC(C(=O)NCc2ccc(N(C)C)cc2)CC1	·	·	-8%	-15%
19	CCc1ccc(Oc2nc3c(C)cccn3c(=O)c2/C=C(\C#N)c2nc3ccccc3[nH]2)cc1	·	·	5%	2%
20	Cc1coc2c(C)c3oc(=O)c(CC(=O)N4CCCCC4)c(C)c3cc12	·	·	24%	-19%
21	N#Cc1cccc(C(=O)N2CC(c3nc(CCOCC4CCCC4)no3)C2)c1	?	·	-5%	-1%
22	O=C(NCCc1ccccc1)c1ccc2c(c1)OCCN(CCC(F)(F)F)C2	?	40µM*	170%[activator][87.6 µM]	4%[87.6 µM]
23	CN(C)C[C@@H]1CN(c2ccccn2)C[C@H]1NC(=O)c1cnco1	3%	-13%	-4%	-1%
24	COc1ccc(-c2nnc(C[C@@H]3C[C@@H](C(C)C)[C@H](CN(C)CCC#N)C=C3C)o2)cc1	63µM*	2%[172 µM]	?	?
25	CCCCc1nc2ccccc2n1CC(=O)N(COCC)c1c(C)cccc1CC	·	·	?	?
26	O=C(NCC(F)F)C1CN(c2ccc(F)cc2)C(=O)N1 (stereo unspecified)	i	3%[172 µM]	-17%[87.6 µM]	-10%[87.6 µM]
27	CCc1ccccc1N(C)C(=O)c1cnc(N2CCOCC2)c2ccccc12	·	·	-20%	-1%
28	Cc1cc(CC(=O)N2CC[C@@H](NC(=O)c3ccccn3)[C@H](O)C2)on1	-2%	7%	2%	-5%
29	COCCN(C)C[C@@H]1CN(C(=O)c2cnc(SC)nc2)C[C@@H]1CO	-7%	8%	-1%	-11%
30	CCOc1ccccc1CN1CCC2(CCN(C(=O)c3ccc(C)cc3)CC2)Oc2ccccc21	-13%	-3%	-9%	-9%

item	GPT2 inhibitor	3T3 cytotox	IP6K1 inh
16	i	?	-8
17	1%	-26%	0
18	·	·	-6
19	·	·	9
20	·	·	-6
21	?	-24%	5
22	-4%[88.5 µM]	-9%[138 µM]	-6
23	?	-9%	8
24	?	89µM*	8
25	·	·	12
26	-3%[88.5 µM]	-12%[138 µM]	10
27	·	·	-4
28	?	i	20
29	2%	5%	0
30	i	-4%	-8

Continuation:
item	Compound	HEK293 tox	Luciferase inh	SNCA expr inh	SNCA viab count
31	CCOc1cccc(CN2CCCC(COc3ccccc3C(=O)N3CCCCC3)C2)c1 (stereo unspecified)	?	2%	-12%	-26%
32	O=C(O)c1cc(O)c2cccc(O)c2c1O[C@@H]1O[C@H](CO)[C@@H](O)[C@H](O)[C@H]1O	·	·	·	-4%
33	COc1ccc(-c2nc3scc(CCNS(=O)(=O)c4c(C)noc4C)n3n2)cc1OC	·	·	47%[activator]	-17%
34	Cc1ccc(Cn2c(CN3CCC(C(=O)NCCc4ccccc4)CC3)cc3ccccc32)cc1	·	·	-1%	4%
35	Cc1nnc2ccc(N3CCN(C(=O)Nc4ccccc4)CC3)nn12	i	·	·	·
36	COc1ccc(-c2cc(C(C)=O)c(C)n2CCC(=O)Nc2ccc(C(F)(F)F)cc2)cc1	·	·	-20%	-9%
37	O=C(NCc1ccccc1)N1CCN2C(=O)N(C3CCOCC3)C[C@H]2C1	3%[172 µM]	-11%[172 µM]	2%[87.6 µM]	-2%[87.6 µM]
38	CCOc1ccc(CC(=O)NC2CC(=O)N(c3cccc(F)c3)C2)cc1 (stereo unspecified)	·	·	30%	9%
39	COc1cc(OC)c(NC(=O)c2cnc(N3CCCC3)nc2C)cc1Cl	·	·	-4%	8%
40	CC(=O)Nc1ccc(C(=O)Nc2ccccc2N)cc1	·	·	·	-3%[23.9 µM]
41	Cc1cnc(C(=O)N2CCCCCCn3c(nnc3-c3ccc(F)cc3)CC2)cn1	-12%	-16%	-11%	8%
42	COc1cccc(N2CCN(C(=O)c3cnn(-c4ccccc4Cl)c3C3CCN(C(=O)OC(C)(C)C)CC3)CC2)c1	·	·	?	-15%
43	CCOc1cccc(CNC(=O)C23CCCC=C2N(CCOC)C(=O)CC3)c1 (stereo unspecified)	-24%	-25%	-6%	1%
44	CC1CCCN(S(=O)(=O)c2ccc(NC(=O)c3nc(SC(C)C)ncc3Cl)cc2)C1 (stereo unspecified)	·	·	8%	16%
45	O=S(=O)(Cc1noc([C@@H]2C[C@@H](O)CN2CC2CC2)n1)c1ccc(F)cc1	-5%[172 µM]	7%[172 µM]	1%[87.6 µM]	3%[87.6 µM]

item	GPT2 inhibitor	3T3 cytotox	IP6K1 inh
31	-13%	?	-2
32	?	·	-37*
33	·	·	-4
34	·	·	1
35	·	?	-3
36	·	·	2
37	-3%[88.5 µM]	i	-1
38	·	·	17
39	·	·	3
40	4%[27.3 µM]	·	3
41	?	?	3
42	·	·	12
43	3%	-12%	10
44	·	·	-8
45	i	-7%[174 µM]	3

Full records, quoted from the list.
COc1ccc(-c2cc(C(C)=O)c(C)n2CCC(=O)Nc2ccc(C(F)(F)F)cc2)cc1 in the list: HEK293 tox = ·; Luciferase inh = ·; SNCA expr inh = -20%; SNCA viab count = -9%; GPT2 inhibitor = ·; 3T3 cytotox = ·; IP6K1 inh = 2
Cc1nnc2ccc(N3CCN(C(=O)Nc4ccccc4)CC3)nn12 in the list: HEK293 tox = i; Luciferase inh = ·; SNCA expr inh = ·; SNCA viab count = ·; GPT2 inhibitor = ·; 3T3 cytotox = ?; IP6K1 inh = -3
CCOc1cccc(CNC(=O)C23CCCC=C2N(CCOC)C(=O)CC3)c1 (stereo unspecified) in the list: HEK293 tox = -24%; Luciferase inh = -25%; SNCA expr inh = -6%; SNCA viab count = 1%; GPT2 inhibitor = 3%; 3T3 cytotox = -12%; IP6K1 inh = 10

Next section:
item	Compound	HEK293 tox	Luciferase inh	SNCA expr inh	SNCA viab count
46	Cc1[nH]c2c(F)cccc2c1CC(=O)NC(c1cnn(C)c1)C1CC(O)C1 (stereo unspecified)	5%	8%	-1%	2%
47	CCc1ccc(-n2c(=O)c3c4c(sc3n(Cc3cc(=O)n5c(C)cccc5n3)c2=O)CCC4)cc1	·	·	-3%	-9%
48	C=C1C(OC(C)=O)[C@@]23CCC4[C@](C)(C(=O)O)CCC[C@@]4(C)[C@]2(O)CC[C@H]1C3 (stereo partly specified)	·	·	·	0%
49	C[C@@]1(O)CCN(C(=O)c2cc(C(F)(F)F)ccc2Cl)C[C@@H]1O	?	12%	56%[activator]	4%
50	COc1ccccc1Oc1nc2c(C)cccn2c(=O)c1/C=C(\C#N)c1nc2ccccc2[nH]1	·	·	11%	-6%
51	CCOc1ccc(NC(=O)Cn2c(=O)n(Cc3ccccc3)c(=O)c3sc4ccccc4c32)cc1	·	·	-16%	12%
52	CCc1ccc(-c2cc(C)no2)cc1S(=O)(=O)Nc1ccc(Cl)cc1	·	·	?	-19%
53	Nc1nnnn1CC(=O)N1CCC2(CCC(=O)N(CC3CCCO3)C2)CC1 (stereo unspecified)	-7%	2%	12%	2%
54	Cc1ccccc1Nc1c(-c2cccc(N(C)C)c2)nc2ccc(Br)cn12	·	·	95%[activator]	-7%

item	GPT2 inhibitor	3T3 cytotox	IP6K1 inh
46	-3%	-3%	-13
47	·	·	-11
48	i	·	-16
49	-4%[11.5 µM]	-3%	17
50	·	·	-10
51	·	·	1
52	·	·	-1
53	-30%	-25%	14
54	·	·	20

Screen by screen, quoted from above:
Entries 46 to 54 in IP6K1 inh read -13, -11, -16, 17, -10, 1, -1, 14, 20
